Assay outcomes: PubChem, Broad Institute
E-selectin induc: induces E-selectin expression in human endothelial cells; P16581; HUVEC E-selectin immunofluorescence imaging; normalized: neutral wells 0, TNF-alpha wells 100; activation, % at 7.58 µM; 0.37% of 260,000 active;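 active = mean E-selectin-positive cell signal at least 10% of the positive control, reached in at least 60% of replicates, without over 20% cell loss; inconclusive = no rule given, readout overlaps actives, possibly toxicity-flagged; inactive = the rest, including those meeting only one limit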;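 note: in these data hits start at about 27%; measured in HUVEC primary endothelial cells; signal is the percent of cells scored E-selectin positive by PE staining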
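System: HUVEC / Compound: single concentration / Signal: immunofluorescence imaging / Read-out: percent E-selectin-positive cells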
XiGFP reactiv: activators of X-chromosome reactivation in mouse fibroblasts; 0.055% of 360,000 active; XiGFP mouse fibroblasts, % GFP-positive cells imaging, 3 d; cells co-treated with 5-aza-dC sensitizer; scaled so ellipticine positive control = 100%; activation, % at 7.58 µM;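 active = mean normalized replicate activation at least 10% and every replicate at or above 10%; inconclusive = only one of the two criteria met; inactive = mean below 10% and not all replicates reach 10%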;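 note: 0% = median of on-plate neutral control wells and 100% = ellipticine 6 µM median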
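Assay system: SV40-immortalized XiGFP fibroblast cells, line 68-5-11; buffer or medium: DMEM plus 5-aza-dC sensitizer; compound: one concentration, pinned; timing: compounds 3 days, fix/stain 15 min at room temperature; benchmarks: positive control ellipticine, 6 µM final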
INS-1E GSIS act: primary screen for activators of insulin secretion dependent on glucose, INS-1E cells, GLuc reporter luminescence; INS-1E GLuc reporter insulin secretion, 2-3 h; activation, % at 16.6 µM; 0.61% of 370,000 active; AID 743287;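 active = lowest replicate activation of at least 40%, so every replicate reaches that level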;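 note: 0% = median of neutral control wells and 100% = median of IBMX positive control wells; some compounds called inactive have numbers as strong as hits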
DENV2 CPE: protects cells from dengue virus 2 cytopathic effect; DENV2-infected cells, cytopathic effect rescue, plate reader; CPE inhibition, % at 9.99 µM; 1.7% of 350,000 active; AID 651640; in the data active = CPE inhibition above about 20%, passing the limit was not always enough; inconclusive = no clear call, values can overlap the other calls; tested in BHK-21 cells;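 note: 0% = median of neutral control wells and 100% = median of positive control wells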
CFTR F508del cor: CFTR F508del correction in bronchial cells | AID 720511 | CFBE cells, YFP halide quenching; stimulated with forskolin plus potentiator P3; % fluorescence drop versus neutral controls | 0.36% of 350,000 active | activity (quench increase), % at 7.58 µM;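 active = mean added fluorescence quench of at least 8% versus neutral control, with both replicates also reaching 8%; inconclusive = only one of the mean or replicate conditions met; inactive = mean below 8% and not both replicates reaching 8%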;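 note: cells transiently co-express mutant CFTR-F508del with the halide-sensitive YFP; corrector assay measuring rescue of mutant channel to the surface after 24 h compound exposure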
CASP6 VEID inh: caspase-6 (human) enzyme inhibition | 0.53% of 350,000 active | AID 686996 | inhibition, % at 12.5 µM | purified caspase-6, Z-VEID-R110 cleavage fluorescence;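 active = mean inhibition across replicates at least about 35%, with every replicate also reaching that limit, limit read from the data; inconclusive = only one of the two criteria met; inactive = neither criterion met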;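 note: 0% = median of neutral control wells and 100% = no fluorescence left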
Target sequence (P55212 24-179 limits assumed): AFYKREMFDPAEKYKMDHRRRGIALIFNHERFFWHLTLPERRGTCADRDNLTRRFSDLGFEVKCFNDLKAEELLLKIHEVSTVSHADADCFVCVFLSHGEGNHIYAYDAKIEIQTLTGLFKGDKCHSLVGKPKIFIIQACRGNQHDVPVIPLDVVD
Target sequence (P55212 194-293 limits assumed): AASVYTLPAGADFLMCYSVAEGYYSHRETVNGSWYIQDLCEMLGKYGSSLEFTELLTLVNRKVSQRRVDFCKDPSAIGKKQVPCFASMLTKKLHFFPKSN
RAD52 anneal inh: inhibitors of human RAD52 DNA annealing; inhibition, % at 18.7 µM; recombinant RAD52 DNA annealing, FRET fluorescence; 0.46% of 360,000 active; P43351;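 active = every replicate showing at least 50% inhibition; inconclusive = mean inhibition at least 50% but not in every replicate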
Target sequence (P43351 whole entry, looked up): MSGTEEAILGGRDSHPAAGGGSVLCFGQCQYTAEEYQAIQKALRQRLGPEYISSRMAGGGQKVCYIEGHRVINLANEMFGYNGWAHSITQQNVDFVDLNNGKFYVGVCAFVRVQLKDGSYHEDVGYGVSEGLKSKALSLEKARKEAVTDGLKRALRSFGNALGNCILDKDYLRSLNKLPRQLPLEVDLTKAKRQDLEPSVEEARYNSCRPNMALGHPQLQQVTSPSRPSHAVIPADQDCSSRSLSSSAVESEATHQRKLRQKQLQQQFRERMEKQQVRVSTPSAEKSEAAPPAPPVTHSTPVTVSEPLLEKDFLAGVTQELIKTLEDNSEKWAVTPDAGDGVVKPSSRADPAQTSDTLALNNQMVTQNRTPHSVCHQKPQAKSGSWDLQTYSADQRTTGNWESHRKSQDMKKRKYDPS
RAD54 branch: blocks human RAD54 Holliday junction branch migration; FAM/BHQ fluorescence; AID 602329; inhibition, % at 10.4 µM; 0.14% of 360,000 active; Q92698;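 active = mean normalized replicate activity at least 40 and at least half of replicates scoring 40 or more; inconclusive = only one of the two criteria met; inactive = mean below 40 and under half of replicates reaching 40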;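 note: 0% = median of neutral control wells and 100% = median of positive control wells; inhibitors cause a drop in the FAM fluorescence signal; in these data hits start at about 50%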
Numbers without * were called inactive; ? = inconclusive; . = no result given.

The first two records, to show the layout:
SMILES	E-selectin induc	XiGFP reactiv	INS-1E GSIS act	DENV2 CPE	CFTR F508del cor	CASP6 VEID inh	RAD52 anneal inh	RAD54 branch
C[C@@H]1CN([C@H](C)CO)C(=O)Cc2cc(NC(=O)Nc3cccc4ccccc34)ccc2O[C@H]1CN(C)Cc1ccc2c(c1)OCO2	.	-0.7	-28	2	0.6	4	33	-11
Cc1nn(-c2ccccn2)c(N)c1N=O	.	0.0	.	-2	2.8	1	3	.

This part in full (from the top)
SMILES	E-selectin induc	XiGFP reactiv	INS-1E GSIS act	DENV2 CPE	CFTR F508del cor	CASP6 VEID inh	RAD52 anneal inh	RAD54 branch
C[C@@H]1CN([C@H](C)CO)C(=O)Cc2cc(NC(=O)Nc3cccc4ccccc34)ccc2O[C@H]1CN(C)Cc1ccc2c(c1)OCO2	.	-0.7	-28	2	0.6	4	33	-11
Cc1nn(-c2ccccn2)c(N)c1N=O	.	0.0	.	-2	2.8	1	3	.
CCOC(=O)/C(C#N)=C/c1c(N2CCN(Cc3ccc4c(c3)OCO4)CC2)nc2c(C)cccn2c1=O	6.9	0.4	-8	1	-0.1	0	-28	-2
CC(C)NC(=O)Nc1ccc2c(c1)C(=O)N([C@H](C)CO)C[C@@H](C)[C@H](CN(C)C(=O)C1CCCCC1)OCCCC[C@H](C)O2	-0.1	0.1	-10	.	3.2	.	.	.
CN1CCN(C(=O)c2cccc(-c3cc(O)c4ncccc4c3)c2)CC1	-0.6	0.0	-8	13	0.4	.	20	2
CCCC1OC(c2cc3c(cc2Cl)OCO3)OCC1CC (stereo not drawn)	-1.0	0.3	0	8	-0.5	-2	-6	-1
OCCC1CN(Cc2ccccc2-c2ccco2)CCN1Cc1ccccc1 (stereo not drawn)	1.4	0.1	0	0	-2.6	5	-31	-2
N#CC1=C(SCC(=O)Nc2nccs2)NC(=O)CC1c1ccccc1 (stereo not drawn)	.	.	10	0	-2.0	0	-16	9
C[C@@H]1CCCCO[C@H](CN(C)C(=O)Nc2ccc3c(c2)OCO3)[C@@H](C)CN([C@H](C)CO)C(=O)c2cc(NC(=O)c3ccncc3)ccc2O1	-0.2	0.0	22	1	-1.7	-3	-6	3
O=C(NCC(c1cccs1)N1CCOCC1)C1CCN(S(=O)(=O)c2cccc(C(F)(F)F)c2)CC1 (stereo not drawn)	.	0.0	-14	-2	-3.1	1	-23	.
CCCN(C1CCS(=O)(=O)C1)S(=O)(=O)c1cc(OC)ccc1OC (stereo not drawn)	.	-0.1	34	?	2.5	1	-15	2
Cc1ccc(NCc2ccccc2O)c(C)c1	.	0.0	9	11	.	0	-9	.
CCOC(=O)CCN(c1ccccc1)S(=O)(=O)c1ccc(-c2ccc(=O)[nH]n2)s1	.	0.0	24	-5	2.4	0	3	6
COCC#Cc1ccc2c(c1)O[C@@H](CN(C)C(=O)Nc1ccccc1F)[C@@H](C)CN([C@H](C)CO)S2(=O)=O	-0.1	0.4	8	4	0.0	0	-38	11
COc1ccc(CCNC(=O)c2cc(S(=O)(=O)N(C)c3ccccc3)ccc2Cl)cc1	0.2	0.0	-26	.	.	.	.	-9
CCN(CC(=O)NCc1ccc(Cl)cc1)C(=O)c1oc2ccccc2c1C	0.1	0.2	-45	?	-0.1	-1	-20	-2
COC(=O)CNc1cccc(C(F)(F)F)c1	.	-0.1	5	2	2.7	.	-12	-6
NCC(c1ccc(Cl)cc1Cl)c1c[nH]c2ccccc12 (stereo not drawn)	0.0	0.2	-19	4	2.8	0	29	2
O=C1CN(S(=O)(=O)c2ccccc2)C[C@H]2[C@@H](c3ccc(C4=CCCC4)cc3)[C@H](CO)N12	-0.1	0.8	-15	4	-0.2	2	-18	.
N#C[C@@H]1N[C@@H](CO)[C@@H]1c1ccc(C#CC2CCCCC2)cc1	0.1	-0.1	2	-5	1.7	-1	6	-3

Part of the list above in order of length of the SMILES, rising:
SMILES	E-selectin induc	XiGFP reactiv	INS-1E GSIS act	DENV2 CPE	CFTR F508del cor	CASP6 VEID inh	RAD52 anneal inh	RAD54 branch
NCC(c1ccc(Cl)cc1Cl)c1c[nH]c2ccccc12 (stereo not drawn)	0.0	0.2	-19	4	2.8	0	29	2
N#CC1=C(SCC(=O)Nc2nccs2)NC(=O)CC1c1ccccc1 (stereo not drawn)	.	.	10	0	-2.0	0	-16	9
CCCN(C1CCS(=O)(=O)C1)S(=O)(=O)c1cc(OC)ccc1OC (stereo not drawn)	.	-0.1	34	?	2.5	1	-15	2
N#C[C@@H]1N[C@@H](CO)[C@@H]1c1ccc(C#CC2CCCCC2)cc1	0.1	-0.1	2	-5	1.7	-1	6	-3
COc1ccc(CCNC(=O)c2cc(S(=O)(=O)N(C)c3ccccc3)ccc2Cl)cc1	0.2	0.0	-26	.	.	.	.	-9
O=C(NCC(c1cccs1)N1CCOCC1)C1CCN(S(=O)(=O)c2cccc(C(F)(F)F)c2)CC1 (stereo not drawn)	.	0.0	-14	-2	-3.1	1	-23	.
O=C1CN(S(=O)(=O)c2ccccc2)C[C@H]2[C@@H](c3ccc(C4=CCCC4)cc3)[C@H](CO)N12	-0.1	0.8	-15	4	-0.2	2	-18	.
COCC#Cc1ccc2c(c1)O[C@@H](CN(C)C(=O)Nc1ccccc1F)[C@@H](C)CN([C@H](C)CO)S2(=O)=O	-0.1	0.4	8	4	0.0	0	-38	11
C[C@@H]1CN([C@H](C)CO)C(=O)Cc2cc(NC(=O)Nc3cccc4ccccc34)ccc2O[C@H]1CN(C)Cc1ccc2c(c1)OCO2	.	-0.7	-28	2	0.6	4	33	-11
CC(C)NC(=O)Nc1ccc2c(c1)C(=O)N([C@H](C)CO)C[C@@H](C)[C@H](CN(C)C(=O)C1CCCCC1)OCCCC[C@H](C)O2	-0.1	0.1	-10	.	3.2	.	.	.
C[C@@H]1CCCCO[C@H](CN(C)C(=O)Nc2ccc3c(c2)OCO3)[C@@H](C)CN([C@H](C)CO)C(=O)c2cc(NC(=O)c3ccncc3)ccc2O1	-0.2	0.0	22	1	-1.7	-3	-6	3

Later entries.
SMILES	E-selectin induc	XiGFP reactiv	INS-1E GSIS act	DENV2 CPE	CFTR F508del cor	CASP6 VEID inh	RAD52 anneal inh	RAD54 branch
C[C@@H]1CN([C@H](C)CO)S(=O)(=O)c2ccc(-c3ccncc3)cc2O[C@H]1CN(C)Cc1ccccc1	-0.3	0.1	-1	-3	1.1	-1	-4	-2
CO[C@H]1CN(C)C(=O)c2cc(NC(=O)C3CC3)ccc2OC[C@H](C)N(C(=O)c2cccnc2)C[C@H]1C	0.0	0.0	24	1	-1.1	2	2	-3
COc1cccc(NC(=O)N2CC(=O)N3[C@H](C2)[C@H](c2ccc(C#CCC4CCCC4)cc2)[C@@H]3CO)c1	0.0	0.0	9	15	-0.5	1	4	.
COc1ccc(CCN(C)C2CCCN(S(=O)(=O)c3ccccc3F)C2)cc1OC (stereo not drawn)	.	0.0	-13	10	3.2	-2	-31	-12
Cc1cc(C)cc(-n2nnnc2SCC(=O)Nc2nc(-c3ccc(F)cc3)cs2)c1	.	.	2	.	-0.6	-3	-6	2
C[C@@H]1CN([C@H](C)CO)C(=O)c2cc(NS(=O)(=O)c3cn(C)cn3)ccc2O[C@H]1CN(C)C(=O)Nc1ccc(F)cc1	-3.3	0.0	22	.	2.0	.	.	.
CC(C)NC(=O)Nc1ccc2c(c1)C(=O)N([C@@H](C)CO)C[C@H](C)[C@@H](CN(C)S(=O)(=O)c1cccs1)O2	-2.3	0.4	2	.	-1.3	.	.	.
O=C(NCCN1CCC(n2c(=O)[nH]c3ccccc32)CC1)c1ccc(F)c(C(F)(F)F)c1	0.1	-0.1	-21	0	2.1	-7	10	.
C[C@@H]1CCCCO[C@H](CN(C)C(=O)c2ccccc2)[C@@H](C)CN([C@@H](C)CO)C(=O)c2cc(NC(=O)Nc3ccccc3)ccc2O1	.	0.0	-7	-7	0.1	-3	6	-23
CN(CCc1cnn(C)c1)C(=O)C1CCC(=O)N(CC2CCCCC2)C1 (stereo not drawn)	-0.7	0.0	15	-5	0.1	-3	-9	-10
C[C@@H]1CN([C@@H](C)CO)C(=O)c2cccc(NS(=O)(=O)c3ccccc3)c2O[C@H]1CN(C)C(=O)Nc1ccc2c(c1)OCO2	0.1	-1.0	6	11	-0.4	-2	17	2
CCCNC(=O)N1C[C@H](O)COC[C@@H]2O[C@H](CC(=O)N[C@@H]3CCN(Cc4ccccc4)C3)CC[C@H]21	-0.1	0.0	-2	-2	-0.7	-2	-2	-21
CCOc1ccc(C(C(=O)NCC2CCCO2)N(Cc2cccnc2)C(=O)c2snc(C(N)=O)c2N)cc1 (stereo not drawn)	-0.2	0.0	-10	4	3.1	6	0	0
CCOc1cc(/C=C2/C(=N)N3C(=NC2=O)SN=C3S(=O)(=O)CC)ccc1OC(=O)c1ccco1	0.0	0.3	-40	3	0.7	7	-79	-15
N#CCC(=O)Nn1c(=S)[nH]c2ccccc2c1=O	0.2	0.0	-9	-1	-0.4	-1	-54	.
NC1=NC(=O)C2(COC(c3ccncc3)OC2)S1 (stereo not drawn)	.	0.2	6	-4	0.4	-3	-21	.
CC(=O)N1[C@H](CN(C(=O)c2ccccc2)C(C)C)[C@H](c2ccccc2)[C@@H]1CO	1.0	0.1	3	.	-0.4	.	.	-2
C[C@@H]1CN([C@@H](C)CO)C(=O)c2ccccc2-c2ccccc2CO[C@@H]1CN(C)Cc1ccc(O)cc1	-0.3	-1.3	18	-11	-1.0	3	5	4
Cc1ccc2c(Cl)c(C)c(N3CCCC3)nc2n1	-1.3	-0.1	36	-6	-1.1	0	6	14
Cc1cccc(C(=O)Nc2nccs2)c1[N+](=O)[O-]	.	-0.1	1	-1	.	1	-12	-3
Cc1cccc(Cn2c(-c3ccc[nH]c3=O)nc3ccccc32)c1	0.1	0.1	-2	9	1.3	7	-7	-1
CC(NC(=O)C1CC1)c1ccc(-c2ccccc2)cc1 (stereo not drawn)	0.0	0.1	-4	1	-3.6	-2	-28	7
COc1cccc(C(=O)NC2CCCc3c2cnn3-c2cc(C)cc(C)c2)c1 (stereo not drawn)	-0.4	-0.1	-13	8	2.0	-4	-9	-2
CCC(=O)N1CC(=O)N2[C@@H](CO)[C@H](c3ccc(C#CC4CCCCC4)cc3)[C@@H]2C1	-0.3	0.3	-23	-2	2.7	4	8	.
O=C(C[C@@H]1CC[C@H](NS(=O)(=O)c2ccccc2)[C@@H](CO)O1)NCc1ccccc1F	-0.5	-0.5	10	-3	-0.2	0	-6	-2
O=C(c1ccco1)N1CCN(Cc2cc(=O)c(OCc3ccccc3F)co2)CC1	0.2	0.4	3	?	-1.4	3	-3	.
COc1ccc(CN(C)C[C@H]2Oc3c(NC(=O)NC4CCCCC4)cccc3C(=O)N([C@@H](C)CO)C[C@@H]2C)cc1	8.8	0.6	-18	2	-1.6	4	1	-9
O=C(Nc1ccccc1)C1CC2CCC1C2 (stereo not drawn)	3.5	2.6	11	0	-1.1	2	-12	-7
C[C@@H]1CN([C@@H](C)CO)C(=O)c2cccc(NS(C)(=O)=O)c2O[C@H]1CN(C)S(=O)(=O)c1ccc(F)cc1	-3.4	0.0	23	.	0.4	.	.	.
